Assay outcomes: PubChem, National Center for Advancing Translational Sciences (NCATS)
HEK293 tox: cytotoxic in the GLP-1 receptor inverse agonist counter-screen; HEK293 cAMP-luciferase reporter cells, luminescence, 24 h; Potency, µM (titrated, usually from 38.3 µM), without a hit: at the top dose activity change, negative = inhibition, usual class: inhibitors; 410,000 tested, 0.13% active;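 also: loss of luciferase light is scored as toxicity; potency is read from the fitted curve at half-maximal effect; % is scaled to controls: 0 for no effect and ±100 for the full control effect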
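To flag toxic compounds, the library was rerun on cells for 24 hr at 37 deg C and 5% CO2. Viability-linked luminescence was captured 12 min after adding luciferase detection reagent.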
FUS yeast rescue: rescues growth of FUS-expressing yeast. S. cerevisiae FUS-expressing, growth rescue, OD600, 24 h. Potency, µM (titrated, usually from 76.6 µM), inactives show at the top dose growth rescue (activation), usual class: activators. 390,000 tested, 0.24% active;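 also: potency is read from the fitted curve at half-maximal effect; plate controls were DMSO vehicle for no effect and reference control for full effect; nearly all actives have a fitted effect of over 55% in size; some results filed as inactive show a strong effect at the top dose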
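Read-out: OD at 600 nm after 24hr at 30C, reporting rescue of FUS-induced yeast toxicity. Cells at OD 0.005 in galactose (2%) minimal medium; compounds tested in a dilution series; CP55940 titration from 92uM final as control.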
PTHR1 agonist: agonists of human PTHR1 parathyroid hormone receptor; Potency, µM (top dose mostly 115 µM), without a hit: top-dose activation, hits mostly activators; AID 743266; Q03431; 410,000 tested, 0.075% active; HEK293 GP2 PTHR1 cells, GloSensor cAMP luminescence, 1 h; also: potency is read from the fitted curve at half-maximal effect; nearly all actives have a fitted effect of over 55% in size; some results filed as inactive show a strong effect at the top dose; inactives centre near -15; many of its hits are not listed in these tables
Target sequence (Q03431 whole entry, looked up): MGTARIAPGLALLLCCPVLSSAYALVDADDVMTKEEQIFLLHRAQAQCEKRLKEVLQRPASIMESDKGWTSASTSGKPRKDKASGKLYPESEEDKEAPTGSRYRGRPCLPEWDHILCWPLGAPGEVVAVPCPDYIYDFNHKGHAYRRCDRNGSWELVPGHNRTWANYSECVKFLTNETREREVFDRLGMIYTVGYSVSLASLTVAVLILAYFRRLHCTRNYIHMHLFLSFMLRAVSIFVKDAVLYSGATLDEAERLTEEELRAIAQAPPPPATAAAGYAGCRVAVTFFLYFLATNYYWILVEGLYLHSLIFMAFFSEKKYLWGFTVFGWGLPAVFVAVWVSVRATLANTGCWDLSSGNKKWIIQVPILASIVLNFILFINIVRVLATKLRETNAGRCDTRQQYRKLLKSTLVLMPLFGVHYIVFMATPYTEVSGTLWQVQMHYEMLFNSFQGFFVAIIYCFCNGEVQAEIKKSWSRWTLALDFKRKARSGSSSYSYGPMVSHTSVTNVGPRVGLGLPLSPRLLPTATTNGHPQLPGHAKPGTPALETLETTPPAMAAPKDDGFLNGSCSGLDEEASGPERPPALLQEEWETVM
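HEK-293-derived GP2 cells expressing PTHR1 and a GloSensor cAMP reporter, 3,000/well, plated overnight, given luciferin plus IBMX (each 0.5 mM as added) for 1 h at 37 °C, then compound for 1 h at 37 °C. Luminescence was read after 15 min at room temperature.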
MmCpn inh: inhibitors of Methanococcus maripaludis chaperonin (MmCpn); purified Mm-Cpn ATPase, ADP Transcreener TR-FRET; Potency, µM (highest dose often 76.9 µM), for inactives: top-dose activity, negative = inhibition, most hits filed as inhibitors; 330,000 tested, 0.031% active; AID 504842; also: potency is read from the fitted curve at half-maximal effect; % is scaled to controls: 0 for no effect and ±100 for the full control effect; nearly all actives have a fitted effect of over 80% in size
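Compound-treated chaperonin, 25 nM final, turns over 10 uM ATP at 37°C for 30 min following a 10 min preincubation; ADP generated competes with ADP-d2 for Eu-cryptate antibody, lowering FRET.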
Abeta yeast res: A-beta toxicity reversal in yeast. yeast expressing A-beta42, growth rescue, OD600, 48 h; response scale: 0% DMSO, 100% iron-clioquinol control. 410,000 tested, 0.063% active. Potency, µM (top dose mostly 46.1 µM), without a hit: top-dose growth rescue, usual class: activators; also: potency is read from the fitted curve at half-maximal effect; nearly all actives have a fitted effect of over 55% in size
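Yeast growth medium received pinned compounds, then yeast cells expressing toxic A-beta were added; plates incubated at 30 C for 48 hr. Growth read as absorbance at 600 nm, normalized to DMSO and equimolar FeCl3 plus clioquinol controls.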
aSyn rescue: alpha-synuclein toxicity inhibition in yeast; Yeast expressing alpha-synuclein, growth rescue, BacTiter-Glo, 24 h; Potency, µM (top dose mostly 46.1 µM), inactives show top-dose growth rescue (activation), most hits filed as activators; 370,000 tested, 0.14% active; also: potency is read from the fitted curve at half-maximal effect; % of control where 0% means no effect; nearly all actives have a fitted effect of over 65% in size
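Rescue of yeast growth: cells expressing toxic alpha-synuclein, induced in galactose at OD600 0.02, incubated with compound 24 h at 30 C. ATP luminescence quantified growth; inhibitors of toxicity appear as activators.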
TDP43 rescue: TDP-43 toxicity inhibition in yeast | TDP-43 expressing yeast growth rescue, BacTiter-Glo, 24 h | Potency, µM (top dose mostly 46.1 µM), for the others: at the highest dose growth rescue (activation), most hits filed as activators | 410,000 tested, 1.8% active | AID 652104; also: potency is read from the fitted curve at half-maximal effect; % of control where 0% means no effect; nearly all actives have a fitted effect of over 50% in size
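Cell-based yeast growth screen: TDP-43 expression induced in galactose, inoculum OD600=0.02 after raffinose pregrowth to mid-log. Read-out BacTiter-Glo luminescence at 24 hr, 30 deg C; inhibition of toxicity seen as signal increase.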
GLP-1R inv ag: acts as inverse agonist at human GLP-1 receptor. HEK293 GLP-1R CRE-luciferase, luminescence, 24 h; GLP-1R form is constitutively active. Potency, µM (top dose mostly 38.3 µM), without a hit: at the highest dose activity change, negative = inhibition, actives largely listed as inhibitors. 410,000 tested, 1.6% active; also: potency is read from the fitted curve at half-maximal effect; % is scaled to controls: 0 for no effect and ±100 for the full control effect; nearly all actives have a fitted effect of over 55% in size
Target sequence (P43220 whole entry, looked up): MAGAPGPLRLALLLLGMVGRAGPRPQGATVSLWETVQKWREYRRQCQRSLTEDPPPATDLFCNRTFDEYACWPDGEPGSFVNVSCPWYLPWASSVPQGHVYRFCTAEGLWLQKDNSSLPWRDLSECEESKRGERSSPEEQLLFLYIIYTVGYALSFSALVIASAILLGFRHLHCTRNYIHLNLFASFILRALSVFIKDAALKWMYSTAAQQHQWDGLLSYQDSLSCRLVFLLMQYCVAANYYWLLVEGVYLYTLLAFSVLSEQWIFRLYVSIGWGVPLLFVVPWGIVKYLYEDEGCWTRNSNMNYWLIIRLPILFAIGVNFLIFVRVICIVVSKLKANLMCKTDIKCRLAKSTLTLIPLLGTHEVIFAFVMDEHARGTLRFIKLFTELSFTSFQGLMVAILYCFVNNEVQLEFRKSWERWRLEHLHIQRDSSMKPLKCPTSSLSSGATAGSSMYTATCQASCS
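Cells are plated, allowed 12 hours at 37 deg C, then treated with compounds for 24 hr before luciferase detection reagent is added and luminescence is read after 12 min at room temperature. The HEK293 line carries constitutively active GLP-1R with a cAMP-responsive reporter.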
Akt phos inh: blocks phosphorylation of Akt. Neuro2A IGF-stimulated pAkt S473 HTRF, 20 min; stronger effect = lower value. activity change, % for hits at 50 µM. 360,000 tested, 0.32% active; in the data active = activity change below about -80%; inconclusive = mostly about -51% to -80%; also: % is scaled to controls: 0 for no effect and ±100 for the full control effect
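Neuro2A cells (4,500/well, DMEM with 0.5% FBS) were treated with compound at a single 50 µM final concentration, stimulated with 6 nM IGF for 20 min at 37 °C, and lysed. Phospho-Akt Ser473 was read by HTRF as 665/615 ratio ×10^4.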
Starred values were filed as active, the others as inactive; & = joins results of further samples; [ ] = remark or other dose. Unless noted, calls follow the shape of the dose curve; as a rule, active = well fitted curve in the direction sought with a large enough effect; inconclusive = small, poorly fitted or top-dose-only effect, or another doubt; inactive = no such curve, though single readings can be large; an effect the other way counts as inactive or inconclusive. Only part of the results is shown; count on the stated rates, not on these rows.

How did COc1ccc2cc1Oc1ccc(cc1)C[C@H]1c3cc(c(OC)cc3CCN1C)Oc1c(OC)c(OC)cc3c1[C@@H](C2)N(C)CC3 do in these assays?
HEK293 tox: inconclusive; FUS yeast rescue: inconclusive; PTHR1 agonist: -6%; MmCpn inh: 1%; Abeta yeast res: -14%; aSyn rescue: 0%; TDP43 rescue: -16%; GLP-1R inv ag: inconclusive; Akt phos inh: inactive

Results for CC(C)OP(=O)(OC(C)C)C(Nc1ccccc1)c1ccc2c(c1)OCO2 (stereo unspecified) ?
HEK293 tox: -1%; FUS yeast rescue: 24%; PTHR1 agonist: -9%; MmCpn inh: 1%; Abeta yeast res: 12%; aSyn rescue: 2%; TDP43 rescue: 3%; GLP-1R inv ag: inconclusive; Akt phos inh: inactive

What do the screens show for `CC1=NCCc2c1[nH]c1cc(O)ccc21`?
FUS yeast rescue: -41%; PTHR1 agonist: -9%; MmCpn inh: -15%; Abeta yeast res: 1%; aSyn rescue: -5%; TDP43 rescue: inconclusive; GLP-1R inv ag: 1%; Akt phos inh: inactive

How did NS(=O)(=O)c1ccc(NC(=O)COC(=O)c2c3c(nc4ccccc24)/C(=C\c2ccc4c(c2)OCO4)CCC3)cc1 do in these assays?
HEK293 tox: 80%[activator]; FUS yeast rescue: inconclusive; PTHR1 agonist: -16%; MmCpn inh: -6%; Abeta yeast res: -3%; aSyn rescue: 6%; TDP43 rescue: inconclusive; GLP-1R inv ag: inconclusive; Akt phos inh: inactive

How did COc1cc(OC)cc(-n2nc(C(=O)N3CCC4(CC3)OCCO4)c3ccccc3c2=O)c1 do in these assays?
HEK293 tox: 14%; FUS yeast rescue: -9%; PTHR1 agonist: inactive; MmCpn inh: 1%; Abeta yeast res: 11%; aSyn rescue: -6%; TDP43 rescue: 0%; GLP-1R inv ag: 11%; Akt phos inh: inactive

Results for Cc1ccc2c(c1)C1CN(C)CCC1N2C(=O)c1cn(-c2ccccc2)nc1-c1ccccc1 (stereo unspecified) ?
HEK293 tox: -6%; FUS yeast rescue: 7%; PTHR1 agonist: -5%; MmCpn inh: 2%; Abeta yeast res: 5%; aSyn rescue: 1%; TDP43 rescue: 18%; GLP-1R inv ag: inconclusive; Akt phos inh: inactive

Results for C[C@@H]1CN([C@@H](C)CO)C(=O)CCCn2cc(nn2)CO[C@H]1CN(C)C(=O)Oc1cccc2ccccc12 ?
HEK293 tox: 7%; FUS yeast rescue: -5%; PTHR1 agonist: -16%; Abeta yeast res: 10%; aSyn rescue: -2%; TDP43 rescue: 15%; GLP-1R inv ag: 6%; Akt phos inh: inactive

What do the screens show for `COc1ccccc1N=Nc1ccc(N)c(C)c1`?
HEK293 tox: inconclusive; FUS yeast rescue: 21%; PTHR1 agonist: -50%[inhibitor]; MmCpn inh: -1%; Abeta yeast res: -9%; aSyn rescue: -7%; TDP43 rescue: inconclusive; GLP-1R inv ag: inconclusive; Akt phos inh: inactive

Results for Nc1ccc2c3c(cccc13)-c1ccccc1-2 ?
HEK293 tox: 461%[activator]; FUS yeast rescue: 17%; PTHR1 agonist: inactive; Abeta yeast res: -22%; aSyn rescue: -13%; TDP43 rescue: 11µM*; GLP-1R inv ag: inconclusive; Akt phos inh: inactive

What do the screens show for `O=[N+]([O-])c1ccc(NCCO)c2ncccc12`?
HEK293 tox: 9%[1.53 µM]; FUS yeast rescue: -4%; PTHR1 agonist: inactive; MmCpn inh: 0%; Abeta yeast res: 9%; aSyn rescue: 1%; TDP43 rescue: 27%; GLP-1R inv ag: 44%[activator]; Akt phos inh: inactive

Results for CN(C)C(=O)Oc1ccc(OCc2n(C)c3ccccc3[n+]2C)cc1 ?
HEK293 tox: -15%; PTHR1 agonist: -29%; MmCpn inh: 1%; Abeta yeast res: 8%; aSyn rescue: 11%; TDP43 rescue: 16%; GLP-1R inv ag: -5%; Akt phos inh: inactive

How did Cc1cc2ccccc2n1CCNC(=O)Cc1ccccc1 do in these assays?
HEK293 tox: -6%; FUS yeast rescue: inconclusive; PTHR1 agonist: inactive; MmCpn inh: -7%; Abeta yeast res: 5%; aSyn rescue: 10%; TDP43 rescue: 0%; GLP-1R inv ag: inconclusive; Akt phos inh: inactive

How did Cc1cccc(-n2c(O)c(/C=N/N3CCOCC3)c(=O)[nH]c2=S)c1 do in these assays?
HEK293 tox: -10%; PTHR1 agonist: inactive; MmCpn inh: 0%; Abeta yeast res: 0%; aSyn rescue: -1%; TDP43 rescue: 14%; GLP-1R inv ag: 9%; Akt phos inh: inactive

Results for CN(CC(=O)NC1CCCC1)S(=O)(=O)c1cccc(Cl)c1 ?
HEK293 tox: -7%; FUS yeast rescue: -13%; PTHR1 agonist: 0%; MmCpn inh: 0%; Abeta yeast res: 0%; aSyn rescue: 6%; TDP43 rescue: inconclusive; GLP-1R inv ag: 1%; Akt phos inh: inactive

How did COc1cc(CNC(C)C23CC4CC(CC(C4)C2)C3)ccc1OCC(=O)NC(C)(C)C (stereo unspecified) do in these assays?
HEK293 tox: inconclusive; FUS yeast rescue: 20%; PTHR1 agonist: -10%; MmCpn inh: 0%; Abeta yeast res: 10%; aSyn rescue: 1%; TDP43 rescue: -10%; GLP-1R inv ag: inconclusive; Akt phos inh: inactive

How did O=C(NC1CC1)C1CSC(c2cccnc2)=N1 (stereo unspecified) do in these assays?
HEK293 tox: 6%; FUS yeast rescue: 23%; PTHR1 agonist: inactive; MmCpn inh: 1%; Abeta yeast res: 3%; aSyn rescue: 0%; TDP43 rescue: -23%; GLP-1R inv ag: 0%; Akt phos inh: inactive

Results for CC(C)[C@H](CN(N=O)[C@@H](Cc1ccccc1)CN(C)N=O)N(CCc1ccccc1)N=O ?
HEK293 tox: 9%; FUS yeast rescue: 1%; PTHR1 agonist: 9%; Abeta yeast res: -5%; aSyn rescue: -1%; TDP43 rescue: -6%; GLP-1R inv ag: inconclusive; Akt phos inh: inactive

What do the screens show for `COC(=O)C1C(OC(=O)c2ccccc2)CC2CCC1N2C` (stereo unspecified)?
HEK293 tox: -2%&-3%; FUS yeast rescue: -26%&-16%; PTHR1 agonist: 7%&-7%; MmCpn inh: 0%; Abeta yeast res: -20%&20%; aSyn rescue: -3%&0%; TDP43 rescue: 12%&21%; GLP-1R inv ag: 8%&-1%; Akt phos inh: inactive

What do the screens show for `Cc1ccc2nc(-c3ccncc3)cc(C(=O)Nc3ccc4c(c3)OCCO4)c2c1`?
HEK293 tox: inconclusive; FUS yeast rescue: 29%; PTHR1 agonist: -12%; MmCpn inh: -6%; Abeta yeast res: 0%; aSyn rescue: 0%; TDP43 rescue: 0%; GLP-1R inv ag: inconclusive; Akt phos inh: inactive

How did Fc1ccccc1CSc1ncnc2c1ncn2C1CCCO1 (stereo unspecified) do in these assays?
HEK293 tox: -4%; FUS yeast rescue: 5%; PTHR1 agonist: -5%; Abeta yeast res: -17%; aSyn rescue: -11%; TDP43 rescue: 10%; GLP-1R inv ag: inconclusive; Akt phos inh: inactive

Structural class, the compounds so far containing an NH in an aromatic ring (2)
What do the screens show for `CC1=NCCc2c1[nH]c1cc(O)ccc21`?
FUS yeast rescue: -41%; PTHR1 agonist: -9%; MmCpn inh: -15%; Abeta yeast res: 1%; aSyn rescue: -5%; TDP43 rescue: inconclusive; GLP-1R inv ag: 1%; Akt phos inh: inactive

How did Cc1cccc(-n2c(O)c(/C=N/N3CCOCC3)c(=O)[nH]c2=S)c1 do in these assays?
HEK293 tox: -10%; PTHR1 agonist: inactive; MmCpn inh: 0%; Abeta yeast res: 0%; aSyn rescue: -1%; TDP43 rescue: 14%; GLP-1R inv ag: 9%; Akt phos inh: inactive

Following part
Results for CC(Cc1cnccn1)NCc1c(C(=O)N2CCCCCCC2)nc2ccc(Cl)cn12 (stereo unspecified) ?
HEK293 tox: -2%; PTHR1 agonist: -13%; MmCpn inh: 1%; Abeta yeast res: 9%; aSyn rescue: 0%; TDP43 rescue: 10%; GLP-1R inv ag: 1%; Akt phos inh: inactive

Results for CC(N)C(=O)OC(C)(C)Cc1ccc(Cl)cc1 (stereo unspecified) ?
HEK293 tox: 4%; FUS yeast rescue: -37%; PTHR1 agonist: -5%; MmCpn inh: 2%; Abeta yeast res: -12%; aSyn rescue: -4%&-2%; TDP43 rescue: 13%; GLP-1R inv ag: inconclusive; Akt phos inh: inactive

What do the screens show for `O=C(CN1CCCCC1)c1ccc(F)cc1`?
HEK293 tox: 3%; FUS yeast rescue: -4%; PTHR1 agonist: inactive; MmCpn inh: -1%; Abeta yeast res: 13%; aSyn rescue: -5%; TDP43 rescue: 3%; GLP-1R inv ag: 15%; Akt phos inh: inactive

What do the screens show for `Cc1cccc(NP(=O)(Oc2ccccc2)Oc2ccccc2)c1C`?
HEK293 tox: -13%; FUS yeast rescue: -25%; PTHR1 agonist: -39%[inhibitor]; MmCpn inh: 2%; Abeta yeast res: -11%; aSyn rescue: 0%; TDP43 rescue: -11%; GLP-1R inv ag: 10µM*; Akt phos inh: inactive
